# Screens as filed in PubChem.
# WRN inhibitor: blocks human WRN helicase | AID 651768 | WRN helicase unwinding, fluorescent forked duplex, kinetic | actives 0.46% (n = 360,000) | Potency, µM (highest dose often 114 µM), for inactives: top-dose activity change, negative = inhibition, usual class: inhibitors; further: potency means the concentration at half of the fitted maximal effect; on the % scale 0 is the no-effect control and ±100 the full control effect; nearly all actives have a fitted effect of over 55% in size
#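 Screening of the MLSMR collection measured strand separation of a quenched forked DNA duplex (100 nM) by 20 nM WRN with 2 mM ATP, all final. Compounds were preincubated with enzyme 15 min at room temperature.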
# PLK1 PBD block: blocks phosphopeptide binding to human PLK1 polo-box domain; AID 720504; Potency, µM, inactives show max response, negative = inhibition, actives largely listed as inhibitors; P53350; Plk1 PBD binding of FITC phosphopeptide, fluorescence polarization; actives 2.8% (n = 360,000); further: potency means the concentration at half of the fitted maximal effect; series mostly up to about 57 µM; on the % scale 0 is the no-effect control and ±100 the full control effect; nearly all actives have a fitted effect of over 65% in size
# Target sequence (P53350 whole entry, looked up, the tested form may be a part): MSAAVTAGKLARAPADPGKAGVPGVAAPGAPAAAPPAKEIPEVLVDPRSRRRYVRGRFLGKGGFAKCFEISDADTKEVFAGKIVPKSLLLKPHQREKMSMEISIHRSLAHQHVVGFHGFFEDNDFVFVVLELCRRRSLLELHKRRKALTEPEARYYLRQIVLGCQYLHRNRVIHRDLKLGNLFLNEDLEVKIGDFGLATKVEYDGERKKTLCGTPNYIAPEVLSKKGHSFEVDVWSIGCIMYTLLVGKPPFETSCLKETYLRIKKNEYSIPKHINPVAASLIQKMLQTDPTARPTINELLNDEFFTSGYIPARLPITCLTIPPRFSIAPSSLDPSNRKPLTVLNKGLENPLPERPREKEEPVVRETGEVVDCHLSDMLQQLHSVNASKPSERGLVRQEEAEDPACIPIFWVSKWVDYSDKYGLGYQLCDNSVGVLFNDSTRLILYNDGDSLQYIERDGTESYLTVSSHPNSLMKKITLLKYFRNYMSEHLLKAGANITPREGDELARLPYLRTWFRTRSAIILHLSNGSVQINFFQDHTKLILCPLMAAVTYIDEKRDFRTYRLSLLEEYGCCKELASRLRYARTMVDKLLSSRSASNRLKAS
# IL-2 act: IL-2 activation; activation, % (series mostly up to about 46 µM); actives 0.065% (n = 360,000); IL-2 activation reporter assay, cell-based qHTS; stimulated with anti-CD3/CD4/CD28 beads; in transgenic mouse T cells; AID 652025; in the data active means activation above about 50%; inconclusive means mostly about 30% to 49%; further: 0% is about no effect
#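 Readout is EGFP and DsRed signal by fluorescent plate cytometry after 18 h at 37 degrees C. Transgenic mouse T cells (750/well) received compound for 60 min before bead stimulation (anti-CD3, anti-CD4, anti-CD28); memory T cells served as non-tolerant control.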
# Abeta yeast res: restores growth of yeast expressing A-beta42 peptide | actives 0.063% (n = 410,000) | yeast expressing A-beta42, growth rescue, OD600, 48 h; response scale: 0% DMSO, 100% iron-clioquinol control | AID 1347071 | Potency, µM (doses to about 46.1 µM), for the others: top-dose growth rescue, usual class: activators; further: potency means the concentration at half of the fitted maximal effect; nearly all actives have a fitted effect of over 55% in size
#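 Yeast growth medium received pinned compounds, then yeast cells expressing toxic A-beta were added; plates incubated at 30 C for 48 hr. Growth read as absorbance at 600 nm, normalized to DMSO and equimolar FeCl3 plus clioquinol controls.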
# EPAC1 antagonist: blocks human EPAC1 exchange factor; O95398; actives 0.14% (n = 360,000); Potency, µM (top dose mostly 115 µM), for inactives: top-dose activity change, negative = inhibition, most hits filed as inhibitors; EPAC1 GEF assay, Rap1b-BODIPY-GDP exchange fluorescence;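 further: potency means the concentration at half of the fitted maximal effect; plate controls were vehicle for no effect and positive control for full effect; nearly all actives have a fitted effect of over 50% in size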
# aSyn yeast inh: alpha-synuclein toxicity inhibition in yeast; Yeast expressing alpha-synuclein, growth rescue, BacTiter-Glo, 24 h; actives 0.14% (n = 370,000); Potency, µM (top dose mostly 46.1 µM), for the others: at the highest dose growth rescue (activation), most hits filed as activators; AID 652106; further: potency means the concentration at half of the fitted maximal effect; % of control where 0% means no effect; nearly all actives have a fitted effect of over 65% in size
#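 Screening used galactose-induced yeast with toxic alpha-synuclein levels, exposed to compound for 24 hr at 30 deg C. Cell growth, read with BacTiter-Glo luminescence, gave the measured signal.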
# EPAC1 ag: activates human EPAC1 exchange factor; O95398; AID 720707; Potency, µM (top dose mostly 154 µM), inactives show at the highest dose activation, actives largely listed as activators; actives 0.073% (n = 360,000); EPAC1 agonist qHTS, biochemical assay; response scale: 100% = response to 6.5 mM cAMP; further: potency means the concentration at half of the fitted maximal effect; nearly all actives have a fitted effect of over 60% in size
#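 Compounds were pinned as a concentration titration into mixtures of EPAC1 (100 nM), BODIPY-GDP-loaded Rap1B (250 nM) and GDP (50 uM). After 5 min at room temperature, fluorescence was followed for 30 min; activity was scaled to 6.5 mM cAMP.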
# FUS suppressor: FUS proteinopathy suppression in yeast | Potency, µM (highest dose often 76.6 µM), without a hit: top-dose growth rescue (activation), actives largely listed as activators | AID 1347120 | actives 0.24% (n = 390,000) | S. cerevisiae FUS-expressing, growth rescue, OD600, 24 h;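 further: potency means the concentration at half of the fitted maximal effect; plate controls were DMSO vehicle for no effect and reference control for full effect; nearly all actives have a fitted effect of over 55% in size; some results filed as inactive show a strong effect at the top dose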
#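 Yeast FUS proteinopathy model; galactose-induced FUS (2%), starting OD 0.005. Cpds in dilution series, 24hr, 30C, 99% humidity. Abs 600 nm growth. Pos ctrl CP55940 (top 92uM final); neg ctrl DMSO.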
# PI5P4Ka inh: inhibitors of human PI5P4K alpha; P48426; PI5P4Kalpha enzyme, ADP-Glo luminescence, 60 min; hits give low values; max response, %; actives 1.2% (n = 330,000); AID 652105; active means max response of -50% or lower; inconclusive means between -30% and -50%; inactive means -30% or higher; further: value at the top dose of about 77 µM; on the % scale 0 is the no-effect control and ±100 the full control effect
# Target sequence (P48426 whole entry, looked up): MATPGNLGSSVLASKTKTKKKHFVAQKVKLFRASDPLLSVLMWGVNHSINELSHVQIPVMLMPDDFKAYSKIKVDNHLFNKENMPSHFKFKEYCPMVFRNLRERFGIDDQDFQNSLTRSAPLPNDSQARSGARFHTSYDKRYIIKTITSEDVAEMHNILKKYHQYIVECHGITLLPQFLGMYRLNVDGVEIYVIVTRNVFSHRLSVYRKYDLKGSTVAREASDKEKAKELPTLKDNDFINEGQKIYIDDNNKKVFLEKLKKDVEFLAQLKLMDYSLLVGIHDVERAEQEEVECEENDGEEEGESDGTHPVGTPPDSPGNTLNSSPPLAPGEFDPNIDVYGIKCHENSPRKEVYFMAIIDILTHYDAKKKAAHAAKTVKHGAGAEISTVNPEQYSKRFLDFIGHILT
#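 Single end-point luminescence (ADP-Glo) quantified ADP from PI5P4Kalpha turnover; ATP 5 microM final, 1 h at RT, 0.1% CHAPS and 0.28 mM EGTA in HEPES pH 7.4.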
# Active calls of the source: *; ? = inconclusive; nt = no result given; & = joins results of further samples; [ ] = another dose, or the depositor's remark. Unless noted, the call rests on the fitted dose curve; in most records, active means well fitted curve in the direction sought with a large enough effect; inconclusive means small, poorly fitted or top-dose-only effect, or another doubt; inactive means no such curve, though single readings can be large; an effect the other way counts as inactive or inconclusive.
no.	smiles	WRN inhibitor	PLK1 PBD block	IL-2 act	Abeta yeast res	EPAC1 antagonist	aSyn yeast inh	EPAC1 ag	FUS suppressor	PI5P4Ka inh
1	C=CCc1cc(C)ccc1OCCOCCn1ccnc1	-5%	-17%	-3.2	-1%	-28%	-5%	4%	25%	8
2	COc1ccccc1CC(=O)NCCc1ccc(S(N)(=O)=O)cc1	-1%	?	-0.4	4%	-5%	-1%	6%	-21%	1
3	Cc1ccc(Nc2ncnc3ccccc23)cc1	?	-7%	-0.9	-16%	-12%	0%	13%	5%	-15
4	COc1cccc2sc(N(CCCN(C)C)C(=O)c3ccc(S(=O)(=O)N4CCc5ccccc5C4)cc3)nc12	-2%	-8%	-3.0	9%	?	0%	15%	27%	10
5	CCNC(=O)COC(=O)c1cc(-c2ccco2)nc2ccccc12	-21%[11.6 µM]	?	0.0	13%	-9%	1%	1%	17%	-78*
6	CCCc1cc(=O)[nH]c(SCC(=O)c2c(N)n(CC(C)C)c(=O)n(C)c2=O)n1	-7%	0%	4.8	8%	7%	-6%	-5%	-7%	2
7	COc1ccc(C2SCC(=O)N2c2c(C)n(C)n(-c3ccccc3)c2=O)cc1 (stereo unspecified)	-3%	-6%	-0.4	7%	3%	-2%	7%	6%	1
8	CCOC(=O)C1CCN(C(=O)Cc2ccc(C)cc2)CC1	6%	-9%	2.8	9%	-4%	2%	3%	17%	0
9	CC1(C)Cc2c(sc(/N=C/N3CCCCC3)c2C#N)C(C)(C)N1	-1%	-2%	-0.5	13%	0%	1%	-8%	25%	nt
10	CC(=O)c1ccc(N2CCN(CC(=O)NCc3ccccc3)CC2)cc1	7%	-12%	0.2	-22%	13%	-2%	-13%	-17%	-9
11	CCOc1ccc(NC(=O)NC2CCOC(C)(C)C2)cc1 (stereo unspecified)	0%	-1%	-0.4	31%	6%	6%	-8%	10%	8
12	CCOC(=O)C1CCN(C(=O)Cn2cccc2C(=O)c2ccccc2)CC1	-7%	0%	1.5	5%	-3%	2%	5%	9%	nt
13	CC1CCCN(CCCOc2ccccc2-c2ccccc2)C1 (stereo unspecified)	-6%	1%	-2.4	5%	0%	15%	-8%	10%	3
14	Cc1cc(F)ccc1NC(=O)Cn1c(C)csc1=O	-4%	-4%	-0.1	8%	-5%	1%	-10%	-5%	2
15	Cc1ccc(/C([O-])=C(/C(=S)Nc2ccc(SC(F)F)cc2)[n+]2ccccc2)cc1[N+](=O)[O-]	6%	-26%	-0.5	6%	3%	-2%	9%	6%	-3
16	N#CCCN(C(=O)COC(=O)C12CC3CC(CC(O)(C3)C1)C2)c1ccc(F)cc1	-2%	-11%	0.1	-9%	3%	-7%	2%	-13%	5
17	CCOC(=O)c1cccc(NC(=O)C2(S(=O)(=O)c3ccc(C)cc3)CC2)c1	8%	-9%	0.1	-4%&-10%	8%	?	8%	11%	-4
18	CCOC(=O)c1cc(-c2csc(COc3ccccc3)n2)on1	1%	6%	1.1	-10%	3%	-6%	-6%	-5%	2
19	O=C(CSCC(=O)NCc1ccco1)NCc1ccco1	-7%	-14%	0.7	-8%	-7%	-6%	3%	-2%	nt
20	COc1cc2nc(CSc3ncn[nH]3)[nH]c(=O)c2cc1OC	-7%	-13%	0.3	-1%	-5%	-4%	4%	0%	?
21	c1ccc(Cn2ccnc2C2OCCO2)cc1	-1%	1%	1.4	7%	4%	1%	1%	-18%	-1
22	COc1cccc(NC(=O)C2CCN(C(=O)NC3CCCCC3)CC2)c1	-2%	-4%	0.5	-4%	1%	0%	2%	16%	5
23	COc1ccc(OC)c(NC(=O)Cn2cc(C#N)c3cc(Br)ccc32)c1	6%	-6%	-2.2	-5%	4%	0%	8%	49%	nt
24	COC(=O)c1ccccc1NC(=S)NC(=O)COc1ccccc1	-23%	?	-0.8	-7%	-11%	-22%	-2%	-11%	?
25	CC(C)(C)c1cc(C(=O)NNc2ccc(OC(F)(F)F)cc2)n(Cc2ccccc2)n1	-8%	-8%	-4.7	20%	-19%	5%	-10%	21%	0
26	O=C(Cc1ccc(F)cc1)NCCS(=O)(=O)N1CCN(c2cccc(Cl)c2)CC1	8%	-23%	-1.7	-11%	5%	-2%	-6%	26%	3
27	CCn1c(N2CCN(C(c3ccccc3)c3ccccc3)CC2)nc2c1c(=O)[nH]c(=O)n2C	-3%	4%	-1.1	1%	-7%	0%	-10%	-24%	7
28	O=C(NC1CCN(Cc2ccccc2)CC1)c1ccc(S(=O)(=O)NCc2ccco2)cc1	-5%	1%	-2.4	1%	-1%	-3%	7%	0%	2
29	CCCCCCCNC(=O)C1(CC2CC(c3ccc(Cl)cc3)=NO2)CCN(C(=O)CCCCCBr)CC1 (stereo unspecified)	7%	-2%	0.1	-13%	-19%	-5%	0%	32µM*	12
30	O=C(NCCO)c1nc(NCCO)c2ccccc2n1	-2%	6%	-0.7	0%	7%	4%	6%	10%	nt
31	COc1ccc(NCc2ccccc2[N+](=O)[O-])cc1OC	6%	-11%	-0.6	-2%	-3%	-7%	5%	nt	-1
32	O=C(NC1CCS(=O)(=O)C1)OC1CCCCC1 (stereo unspecified)	-9%	-6%	0.0	19%	11%	-10%	9%	-9%	nt
33	COc1ccnc2c1c(=O)n(Cc1cccc(Cl)c1)c(=O)n2C	-5%	8%	-0.6	nt	-11%	16%	-8%	10%	0
34	O=C(COc1ccc(Cl)cc1)NCC(=O)N1CCC2(CC1)NCCc1[nH]cnc12	-1%	-15%	4.8	1%	-4%	9%	3%	-2%	6
35	CC(=O)N1c2ccc(S(=O)(=O)N3CCCC3)cc2CC1C(=O)NCc1ccccc1F (stereo unspecified)	-2%	-11%	-2.6	-17%	16%	-6%	6%	42%	2
36	CC(=O)NC(c1cc(F)c2cccnc2c1O)C1CC1 (stereo unspecified)	nt	nt	0.3	-12%	-2%	nt	-9%	-14%	nt
37	O=C(COC(=O)C1CCN(S(=O)(=O)c2cccs2)CC1)NCc1ccc(F)cc1	5%	-7%	3.8	-6%	-9%	-4%	8%	8%	3
38	O=C(NC1CCCC1)C(c1ccncc1)N(C(=O)c1csnn1)c1ccc(F)c(Cl)c1 (stereo unspecified)	-7%	-8%	-1.0	-12%	-12%	-4%	9%	7%	-2
39	Cn1nc(-c2ccccc2)c(CO)c1Oc1cccc(C(F)(F)F)c1	-13%	-1%	-0.7	6%	-15%	4%	-9%	11%	4
40	O=C(c1ccc(CN2CCOCC2)cc1)N1CCN(c2ccccc2)CC1	1%	-8%	-1.4	9%	-3%	0%	0%	-1%	nt
41	CC(Oc1ccc2c(c1)oc(=O)c1ccccc12)C(=O)NCCN1CCOCC1 (stereo unspecified)	2%	-9%	-1.4	-1%	-17%	-6%	2%	-12%	3
42	CCCCCC(=O)Nc1ccc(C2C(=O)c3ccccc3C2=O)cc1	1%	1%	-3.7	0%	3%	6%	-3%	?	-7
43	CCCCCCn1c(=O)n2n(c1=O)C[C@]1(OC(=O)Nc3c(C)noc3C)CN(S(=O)(=O)c3ccc(C)cc3)C[C@]1(O)C2	-2%	-9%	-1.2	-5%	-16%	-2%	-9%	11%	2
44	Cc1ccc(S(=O)(=O)N(C)C)cc1NC(=O)CN1CCCC1	1%	-10%	0.1	3%	-5%	0%	5%	7%	-1
45	CC(C)(C)c1ccc(C(=O)CSc2nc3ccccc3c(=O)[nH]2)cc1	8%	0%	-2.4	6%	6%	-3%	6%	-7%	nt
46	O=C(CCCC(=O)N1CCc2ccccc21)N1CCc2ccccc21	-4%[57.1 µM]	-14%	-2.0	8%	5%	9%	5%	-5%	-6
47	CC(=C1SC(=S)NC1=O)c1ccccc1	-11%[11.6 µM]	-10%	-4.4	-8%	0%	-12%	5%	nt	-54*
48	Cn1cc(-c2ccc(Cl)cc2)cc(C#N)c1=O	-10%	1%	0.1	-16%	-11%	1%	12%	0%	-3
49	Cc1ccc(NC(=O)CN2C(=O)c3ccccc3S2(=O)=O)cc1C	-6%	-6%	-1.9	6%	5%	3%	12%	-19%	-4
50	COc1cc(Br)cc(CN2CCN(C/C=C/c3ccccc3)CC2)c1O	-11%	3%	2.3	2%	-3%	1%	18%	30%	nt
51	COc1ccc(CN2CCNC(=O)C2CC(=O)NC2CCCCCC2)cc1C (stereo unspecified)	-3%	-24%	-1.6	-7%	-7%	1%	0%	42%	-5
52	COc1c(Cl)cc(C(=O)Nc2cccnc2)cc1Cl	5%	-1%	-2.2	-18%	4%	-7%	-1%	-49%	4
53	O=Cc1c[nH]c2ccc(NC(=O)OCc3ccccc3)cc12	-11%	-18%	0.1	-5%	-34%	-7%	-1%	19%	-2
54	CCCCN1CC(Br)C(=O)NC1=O (stereo unspecified)	-6%	4%	-0.3	-8%	-2%	0%	-4%	-3%	-2
55	O=C1NC(=O)c2cc(Br)cc3cccc1c23	4%[57.1 µM]	-16%	-0.7	-21%	-11%	-7%	2%	-31%	-1
56	CC(C)Cc1ccc(CN2CCCC(NC(=O)c3nn(C)c(=O)c4ccccc34)C2)cc1 (stereo unspecified)	0%	-6%	-4.7	-10%	19%	-3%	-7%	25%	5
57	COc1ccccc1Cc1c(-c2ccc(Cl)cc2)nc2ccc(Br)cn12	-1%	3%	1.5	-14%	5%	-4%	-6%	13%	-3
58	COc1ccc(-c2cc(=O)oc3c(C)c(O)c(CN(C)C)cc23)cc1	-8%	-1%	-1.3	28%	-7%	3%	14%	16%	nt
59	Cc1occc1C(=O)NNC(=O)C1CC1	-5%	-3%	0.5	19%	-1%	1%	13%	-24%	0

# This is a random part of the collection; any-hit rate near 4.1%.
